Screening data as filed in PubChem.
SENP6 block: SENP6 protease inhibitors, primary screen, biochemical, luminescence, uHTS. Recombinant SENP6 catalytic domain, aminoluciferin luminescence. inhibition, % at 10 µM. 330,000 compounds, 1.8% hits;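 active = inhibition above about 50% at the single tested dose, limit read from the data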;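 also: plate controls were DMSO wells with enzyme for no effect and DMSO wells lacking enzyme for full effect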
Apaf-1 inh: inhibitors of human Apaf-1 apoptosome, primary screen, biochemical, DEVD-Rh110 fluorescence, uHTS | reconstituted apoptosome caspase-3 activity | inhibition, % at 20 µM | 330,000 compounds, 0.71% hits | AID 489030, 2010; active = inhibition of at least 40% at 20 µM;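 also: plate controls were DMSO wells for no effect and DEVD-CHO caspase inhibitor wells for full effect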
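System – cell-free apoptosome with Apaf-1, procaspase-3 and caspase-9 · Buffer or medium – pH 7.5 Hepes buffer with CHAPS, BSA, DTT · Also added – cytochrome c with DEVD-Rh110 · Times – 30 min compound preincubation, 50 min activation, room temperature · Technique – Rh110 fluorescence intensity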
SENP8 block-1: human SENP8 protease inhibitors, primary screen, biochemical, fluorescence, Nedd8 protein substrate, uHTS; Sentrin-specific protease 8 (Homo sapiens), Q96LD8; recombinant SENP8; inhibition, % at 20 µM; 360,000 compounds, 0.64% hits; AID 602440, 2012; in the data active = inhibition mostly above about 40%, no sharp cut-off; inactive = mostly below about 27%
Target sequence (Q96LD8 whole entry, looked up): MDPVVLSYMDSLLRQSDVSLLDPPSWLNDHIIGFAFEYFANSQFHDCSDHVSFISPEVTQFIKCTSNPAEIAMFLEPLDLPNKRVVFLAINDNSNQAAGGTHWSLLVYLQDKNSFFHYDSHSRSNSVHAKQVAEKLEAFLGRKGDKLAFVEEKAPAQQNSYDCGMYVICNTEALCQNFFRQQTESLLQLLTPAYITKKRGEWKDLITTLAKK
SENP1 inh: human SENP1 catalytic domain inhibitors, primary screen, biochemical, FRET, uHTS | Sentrin-specific protease 1 (Homo sapiens), Q9P0U3 | recombinant SENP1 catalytic domain, CyPet-SUMO1-YPet FRET cleavage | inhibition, % at 10 µM | 360,000 compounds, 0.21% hits | AID 624204, 2012;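 active = inhibition at least 30% at 10 µM, raw YFP signal under a set limit, fluorescence ratio 0.5 to 1.5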;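 also: 0% = enzyme with DMSO and 100% = no enzyme wells; some results filed as inactive read as strong as hits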
Target sequence (Q9P0U3 419-644 limits assumed): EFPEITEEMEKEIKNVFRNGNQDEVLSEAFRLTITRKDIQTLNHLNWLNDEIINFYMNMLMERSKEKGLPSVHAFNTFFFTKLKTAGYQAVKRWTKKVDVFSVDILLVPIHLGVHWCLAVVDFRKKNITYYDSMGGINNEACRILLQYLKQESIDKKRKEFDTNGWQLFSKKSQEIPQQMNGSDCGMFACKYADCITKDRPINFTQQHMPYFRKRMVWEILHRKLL
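Controls: no-enzyme wells low, DMSO-plus-enzyme wells high control. Test system: human recombinant His6-tagged SENP1 catalytic domain enzyme. Reagent: SFCypet-SUMO1-SFYpet FRET protein substrate, 25 nM final. Doses: one dose per compound, 10 µM, 0.5% DMSO. Detection: FRET, CFP and YFP emission. Timing: 50 min reaction at room temperature.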
SENP8 block-2: SENP8 protease inhibitors, primary screen, biochemical, luminescence. Sentrin-specific protease 8 (Homo sapiens), Q96LD8. purified SENP8, Z-RLRGG-aminoluciferin cleavage. inhibition, % at 10 µM. 330,000 compounds, 1.2% hits. AID 2540, 2010; in the data active = inhibition above about 50%
UBC13 inh: UBC13 polyubiquitin chain formation inhibitors, primary screen, biochemical, TR-FRET, uHTS; Ubiquitin-conjugating enzyme E2 N (Homo sapiens), P61088; 330,000 compounds, 0.47% hits; inhibition, % at 20 µM; in the data active = inhibition above about 45%, passing the limit was not always enough
Target sequence (P61088 whole entry, looked up): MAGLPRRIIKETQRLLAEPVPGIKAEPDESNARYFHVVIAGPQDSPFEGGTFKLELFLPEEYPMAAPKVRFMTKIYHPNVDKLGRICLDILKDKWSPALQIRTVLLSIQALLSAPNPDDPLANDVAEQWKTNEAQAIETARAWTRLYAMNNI
A3G deaminase: APOBEC3G DNA deaminase inhibitors, primary screen, biochemical, fluorescence, single-stranded DNA substrate, uHTS; DNA dC->dU-editing enzyme APOBEC-3G (Homo sapiens), Q9HC16; inhibition, % at 20 µM; recombinant A3G, ssDNA deamination FAM/TAMRA fluorescence; AID 493012, 2011; 330,000 compounds, 0.28% hits;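 active = inhibition of at least 40% at 20 µM, with no more than 30% in the related APOBEC3A deaminase screen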;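 also: plate controls were DMSO wells with A3G for no effect and wells lacking A3G enzyme for full effect; some compounds called inactive have numbers as strong as hits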
SENP7 inh: SENP7 protease inhibitors, primary screen, biochemical, luminescence, uHTS. Sentrin-specific protease 7 (Homo sapiens), Q9BQF6. inhibition, % at 5 µM. AID 434973, 2010. 330,000 compounds, 1.5% hits. recombinant SENP7, Z-RLRGG-aminoluciferin luminescence, 40 min;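 active = inhibition above about 50% at the single test dose, limit read from the data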;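 also: plate controls were DMSO with enzyme for no effect and no enzyme buffer wells for full effect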
Target sequence (Q9BQF6 706-1050 limits assumed): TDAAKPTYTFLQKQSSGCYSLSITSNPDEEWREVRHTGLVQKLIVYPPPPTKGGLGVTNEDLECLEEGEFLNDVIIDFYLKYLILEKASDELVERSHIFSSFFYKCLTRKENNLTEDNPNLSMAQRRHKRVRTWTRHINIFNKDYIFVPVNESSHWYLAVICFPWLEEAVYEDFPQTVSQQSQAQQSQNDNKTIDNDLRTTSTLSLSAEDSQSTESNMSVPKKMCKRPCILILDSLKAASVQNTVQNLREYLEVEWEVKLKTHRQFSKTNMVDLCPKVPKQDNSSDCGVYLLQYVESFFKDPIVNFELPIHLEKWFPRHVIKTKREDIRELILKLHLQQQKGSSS
* = called active by the depositor; i = inactive; / = no result given.

SMILES	SENP6 block	Apaf-1 inh	SENP8 block-1	SENP1 inh	SENP8 block-2	UBC13 inh	A3G deaminase	SENP7 inh
CCCCn1c(N)c(N(CC(C)C)C(=O)CN(C)S(=O)(=O)c2ccc(F)cc2)c(=O)[nH]c1=O	-9	3	-22	-13	2	3	-1	6
Clc1ccc2c(c1)C(N1CCNCC1)Cc1ccccc1S2 (configuration not stated)	-43	3	28	0	-36	21	-3	-5
CC(C)(C)c1nc(CN2CCCCC2)cc(CN2CCCCC2)c1O	-11	-2	31	2	1	12	-2	2
CCCCOC(=O)C1=C(C)NC(=O)NC1c1ccc(OC)cc1 (configuration not stated)	-1	10	10	1	-6	-4	-8	-11
COc1ccc(-c2csc(/C(C#N)=C(\O)CSc3nccn3C)n2)cc1OC	-2	-11	5	-2	5	-14	-4	1
O=C(CCc1nc2ccccc2c(=O)[nH]1)N1CCN(S(=O)(=O)c2ccc(F)cc2)CC1	-1	-6	-7	-2	5	8	-10	9
CC1CCN(C(=O)Cn2c(=O)oc3cc(S(=O)(=O)N4CCCCC4)ccc32)CC1	-6	-13	11	-2	9	-13	1	2
Cc1cccc2c1CC(C)(C)N=C2C1=C(O)CC(C)(C)CC1=O	5	-7	17	-5	-6	-1	-6	-4
COc1cccc(NC(=O)CCc2c(C)nc3nc(CNC(=O)c4cccc(F)c4)nn3c2C)c1	5	13	4	0	-5	-3	0	7
CN(C)Cc1c(C(=O)N/N=C/c2ccc(OCc3ccc(F)cc3)cc2)nnn1-c1nonc1N	-17	4	12	1	-5	4	-4	-10
O=C(Cn1cnc2scc(-c3ccc(Br)cc3)c2c1=O)N1CCOCC1	-1	-13	11	4	-11	1	-4	-3
O=C(Nc1cccc2c1CCCC2)c1cccc(F)c1	8	2	6	1	-4	0	-2	-5
CSCCC(NC(=O)c1cccc(C)c1)C(=O)OCC(=O)Nc1c(C)nn(-c2ccccc2)c1C (configuration not stated)	-7	6	15	3	-10	2	-14	-14
C=CCN(C(=O)c1csnn1)C(C(=O)NC1CCCC1)c1ccccc1 (configuration not stated)	7	-3	12	1	2	4	-8	4
O=C(c1scc2c1CCCC2)N1CCCCC1	-17	0	19	-1	-5	7	-1	7
O=C(O)c1ccccc1C(=O)Nc1c(-c2ccccc2)nc2ccccn12	-6	-3	-32	1	-12	-8	-4	9
COc1cc(Nc2ccc(C(=O)O)cc2[N+](=O)[O-])cc(OC)c1	-17	12	19	4	-5	-65	-6	-7
C=CCC(O)(CC=C)CNC(=O)c1ccc(OC)c(OC2CCN(C(C)=O)CC2)c1	-12	12	-1	-1	-7	-10	-4	-15
CCN(CCCNC(=O)CC(C(=O)N1CCc2ccccc21)n1ccnc1)c1ccccc1 (configuration not stated)	-17	-3	14	2	1	5	-4	2
CC(=O)C(Sc1ccc2nnc(-c3cccnc3)n2n1)C(C)=O	-9	-7	12	1	-5	-8	-7	-33
CN(C1CCCCC1)C(CNS(=O)(=O)c1ccc(Cl)cc1)c1ccccc1 (configuration not stated)	1	22	9	0	11	7	0	-1
O=C(COc1ccc(Br)cc1)NC(=S)Nc1ccccc1N1CCOCC1	0	19	16	1	-2	-2	0	4
COc1ccc(C(=O)NCCN2CCOCC2)cc1S(=O)(=O)Nc1ccc(C)cc1	2	-9	12	1	3	10	-7	5
CNC(=O)c1c(NC(=O)c2ccc3ncsc3c2)sc(C)c1C	-1	13	-191	-17	11	6	4	-12
CCC1(CC)Cc2ccccc2-c2nc3ccccc3c(=O)n21	6	24	2	-2	0	-1	2	-2

Next part
SMILES	SENP6 block	Apaf-1 inh	SENP8 block-1	SENP1 inh	SENP8 block-2	UBC13 inh	A3G deaminase	SENP7 inh
Cc1ccc(S(=O)(=O)N/N=C\c2ccc([N+](=O)[O-])o2)cc1C	-11	2	25	-2	-2	-27	6	-3
Cn1c(C(=O)Nc2ccccc2)cc2sccc21	53*	19	9	-14	17	2	-1	38
Nc1ccccc1C(=O)Nc1cccc(C(=O)O)c1	95*	-18	-164	3	92*	9	-7	4
CCOC(=O)C1CCN(C(=O)c2cc3ccccc3oc2=O)CC1	-19	-2	14	3	-4	-5	-2	-3
COc1ccc(Nc2cc3n(c(=O)n2)CCc2cc(OC)c(OC)cc2-3)c(C)c1	-2	2	-19	-5	-10	2	0	-2
Cn1c(O)c(N=NC(=N)N)c2ccccc21	-8	-15	19	1	4	-2	-1	4
CCCC(NC(=S)NCC1CCCO1)C12CC3CC(CC(C3)C1)C2 (configuration not stated)	3	14	5	1	3	17	-7	6
C=CCn1c2ccccc2c(=O)c2cc(C#CC[C@@H](C)O)ccc21	56*	20	i	-33	37	-6	-8	30
CCOC(=O)c1ccc(NC(=O)CNNC(=O)COc2ccccc2C)cc1	-9	9	12	-6	1	15	-1	-4
Nc1ncnc2c1ncn2CCc1ccccc1	-8	0	14	2	-2	0	1	-3
O=C(Nc1c2c(nn1-c1ccc(F)cc1)CS(=O)(=O)C2)c1ccc(Br)o1	3	5	9	-2	9	-7	9	5
N#Cc1c(-c2ccco2)nc(SCC(=O)Nc2ccc(S(N)(=O)=O)cc2)[nH]c1=O	-28	1	/	/	-13	3	3	10
CCOC(=O)c1c(-c2ccc(C)c(C)c2)csc1NC(=O)C1CC=CCC1C(=O)O (configuration not stated)	7	13	8	2	4	-5	-2	4
CCN(CC(=O)Nc1ccc(NC(C)=O)cc1)C(=O)/C=C/c1c(C)nn(-c2ccc(F)cc2)c1C	-4	6	6	4	8	1	2	-7
COC(=O)c1cccc(-n2c(CCC(=O)O)ccc2-c2cccs2)c1	15	0	-51	-14	-3	-10	19	10
Cc1ccc(NC(=O)C2CCN(S(=O)(=O)c3cnc[nH]3)CC2)cc1C	16	-2	11	2	-5	9	0	12
O=C1C(NS(=O)(=O)c2cccs2)=C(N2CCN(c3ccccc3)CC2)C(=O)c2ccccc21	9	41*	69*	1	5	-53	-2	11
O=C(CN1C(=O)c2ccccc2C1=O)NCc1ccc(N2CCOCC2)cc1	-3	6	22	-2	-6	5	18	-3
C=CCOC(=O)/C(=C/c1cccnc1)NC(=O)c1ccccc1	-8	-12	22	0	-1	-6	0	5
O/N=C\c1cccn1-c1ccc(Br)cc1	-8	3	2	-5	-1	6	-5	-3
COc1cc2nc(=S)n3[nH]c(CCn4c(C)nc5ccccc54)nc3c2cc1OC	-2	-4	10	-2	0	26	2	0
O=C(Nc1ccc(C2CC2(Cl)Cl)cc1)c1ccccc1Br (configuration not stated)	-2	9	11	2	-15	7	0	-3
O=C(O)CCCCN1C(=O)/C(=C\c2ccc(OCc3ccccc3)c(OCc3ccccc3)c2)SC1=S	10	28	22	-54	5	-7	-10	4
CSc1nc2c(c(=O)n1-c1ccc(F)cc1)SCC2	-11	-13	4	2	-7	-2	-6	-8
CC1(C(=O)O)CCC(C(=O)N2CCOCC2)C1(C)C (configuration not stated)	10	-3	18	0	-1	9	-2	-1

(cont.)
SMILES	SENP6 block	Apaf-1 inh	SENP8 block-1	SENP1 inh	SENP8 block-2	UBC13 inh	A3G deaminase	SENP7 inh
O=C(NCc1cccs1)c1cc(-c2cccs2)on1	-10	-15	16	0	-12	7	-4	3
COc1ccccc1C(=O)N/C(=C/c1ccc2c(c1)OCO2)C(=O)Nc1ccc(C(=O)O)cc1	-10	3	-26	-1	0	7	-11	8
Cn1c(Cc2cccs2)nnc1SCc1nc2ccccc2[nH]1	-14	7	-66	-5	0	-1	-7	-7
Cc1ccc(NC(=O)c2ccc(CSc3ncnc4nc[nH]c34)cc2)c(C)c1	-5	7	18	1	1	5	0	1
CCOC(=O)C(CCCOc1ccc(C(C)CC)cc1)C(=O)OCC (configuration not stated)	-8	30	17	3	-3	-8	-5	-8
CCCc1cc(CNC(=O)C2CCC(=O)N(Cc3ccccc3F)C2)on1 (configuration not stated)	0	2	4	2	-1	0	-7	-3
CCCC[n+]1c(-c2ccc(Cl)cc2Cl)csc1Nc1ccccc1	-19	0	14	1	-3	19	-8	-7
CC(=O)c1c(C)[nH]c(C(=O)CSc2nnc(-c3ccc(Cl)cc3)n2CC2CCCO2)c1C (configuration not stated)	22	2	15	-7	1	-1	-9	-4
Cc1cc(N2CCCc3ccccc32)n2ncnc2n1	-10	-5	1	0	6	0	-4	0
CCOc1ccc(CCNC(=O)CCc2nnc3ccc(N4CCOCC4)nn23)cc1OCC	-3	-9	-4	-3	-9	-6	-6	16
Cn1nnnc1SCC(=O)Nc1ccc2c(c1)OCO2	-21	-1	13	3	-6	5	-1	13
COc1ccc(CNC(=O)CCNS(=O)(=O)c2ccc(Cl)cc2)cc1	-13	3	5	2	5	-1	8	6
Cc1ccccc1CSCCNC(=O)c1ccccc1	-14	-14	2	1	-9	-13	0	-3
O=C(Cc1ccc(S(=O)(=O)N2CCOCC2)s1)Nc1ccc(N2CCOCC2)cc1	4	1	11	-14	-2	-10	-10	3
N/C(=N\OC(=O)CCCOc1ccccc1)c1cccc(Br)c1	-11	2	8	1	-8	-10	-11	-5
COc1cccc(/C=N/NC(=O)C(=O)Nc2ccccc2OC(F)(F)C(F)F)c1	-11	-7	3	0	-11	-6	-3	0
COc1ccccc1COC(=O)Nc1c(C)nn(C)c1Cl	3	7	15	3	-5	-5	3	4
CCn1cc(/C=N\NC(=O)c2ccc3c(c2)c(C)c(C)n3Cc2ccccc2)c(C)n1	3	17	-205	1	1	7	3	3
Cc1ccc(Cc2c(C)nc3nc(SCC(=O)NCCCN4CCOCC4)nn3c2C)cc1	-10	-11	7	0	2	8	-5	9
COc1cc(CCCN2CCNC[C@@H]2C(C)O)cc(OC)c1OC (some centres not stated)	4	-4	4	-3	-16	4	-5	-3
CSc1ccccc1NC(=O)CN(C)C(=O)c1c(C)nn(Cc2ccccc2)c1C	-17	-12	9	1	2	14	-9	-5
COc1cc(=O)n(C)c2cc(N(C)C)ccc12	-2	7	i	-25	1	4	0	13
O=c1[nH]c(/C=C/c2ccccc2Cl)nc2ccccc12	77*	22	-52	-3	76*	-1	-4	94*
COc1cccc(C(=O)NN2C(=O)C3C4C=CC(O4)C3C2=O)c1 (configuration not stated)	-16	9	24	1	0	-6	0	-10
COc1ccccc1N1CCc2c(C)nc3c(OC)cccc3c21	2	19	-277	-3	4	-1	-1	7
COc1ccc([N+](=O)[O-])cc1N(CC(O)CN(C)C)S(=O)(=O)c1ccccc1 (configuration not stated)	-2	1	11	1	-7	-5	-3	-6
CCOC(=O)c1ccc(Nc2cnc3ccccc3n2)cc1	18	-1	-332	-41	-14	0	-6	56*
O=C(COc1ccc(Br)cc1Cl)NC1CCN(Cc2ccccc2)CC1	10	11	2	0	4	8	-6	-2
CCOC(=O)c1c(/N=C/C2=C(O)CCCC2=O)sc(C)c1C	10	5	-31	-64	-3	-8	-5	4

4 compounds drawn at random from the list so far:
SMILES	SENP6 block	Apaf-1 inh	SENP8 block-1	SENP1 inh	SENP8 block-2	UBC13 inh	A3G deaminase	SENP7 inh
O=C(O)CCCCN1C(=O)/C(=C\c2ccc(OCc3ccccc3)c(OCc3ccccc3)c2)SC1=S	10	28	22	-54	5	-7	-10	4
O=C(Nc1c2c(nn1-c1ccc(F)cc1)CS(=O)(=O)C2)c1ccc(Br)o1	3	5	9	-2	9	-7	9	5
CN(C)Cc1c(C(=O)N/N=C/c2ccc(OCc3ccc(F)cc3)cc2)nnn1-c1nonc1N	-17	4	12	1	-5	4	-4	-10
CCCCOC(=O)C1=C(C)NC(=O)NC1c1ccc(OC)cc1 (configuration not stated)	-1	10	10	1	-6	-4	-8	-11
